D2 PAM: HTS Assay for Positive Allosteric Modulators of the Human D2 Dopamine Receptor: Primary Screen for Potentiators | D(2) dopamine receptor (Homo sapiens), P14416 | HEK293 T-REx D2, calcium flux, EC20 dopamine potentiation | potentiation, % at 10 µM | 340,000 compounds, 0.34% hits;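 active = potentiation over 3 SD above the plate norm, cut at about 30% in these data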; also: 0% is about no effect
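Potentiation of an EC20 dopamine calcium response measured kinetically over 180 s, after a preceding 180 s compound-only read flagging agonists. Cells: inducible Hek293 Trex D2 line, 4000/well, cultured overnight at 30 C before dye loading.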
RXFP1 antag: qHTS Assay for Antagonists of the Relaxin Receptor RXFP1; HEK293-RXFP1, relaxin-stimulated cAMP HTRF, 30 min; hits give low values; activity change, negative = inhibition, % at 57.5 µM; 350,000 compounds, 0.59% hits; Relaxin receptor 1 (Homo sapiens), Q9HBX9;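 active = activity change of -60% or lower, but not beyond a set lower limit; inconclusive = change between -60% and -40%, or beyond the set limit; inactive = change above -40%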; also: % is scaled to controls: 0 for no effect and ±100 for the full control effect
D2 ag: HTS Assay for Allosteric Agonists of the Human D2 Dopamine Receptor: Primary Screen for Agonists; 340,000 compounds, 0.53% hits; activation, % at 2 µM; HEK293 T-REx D2 cells, calcium flux agonist mode; D(2) dopamine receptor (Homo sapiens), P14416;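 active = activation over 3 SD above normal in the single-dose calcium agonist read, cut at about 30% in these data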; also: 0% is about no effect
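Tetracycline-induced HEK293 T-REx cells with force-coupled D2 receptor, plated overnight at 30 C, loaded with no-wash calcium dye. After a 10 s baseline, compound was pin-added and calcium flux read kinetically for 180 s; calcium rises flagged agonists.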
TRHR agonist: qHTS for Small Molecule Agonists and Allosteric Enhancers of Human TRH Receptor: Primary Screen for Agonists | Thyrotropin-releasing hormone receptor (Homo sapiens), P34981 | TRHR cells, calcium flux fluo-8, FDSS agonist mode | activation, % at 2 µM | 360,000 compounds, 0.18% hits; also: 0% is about no effect
Target sequence (P34981 whole entry, looked up): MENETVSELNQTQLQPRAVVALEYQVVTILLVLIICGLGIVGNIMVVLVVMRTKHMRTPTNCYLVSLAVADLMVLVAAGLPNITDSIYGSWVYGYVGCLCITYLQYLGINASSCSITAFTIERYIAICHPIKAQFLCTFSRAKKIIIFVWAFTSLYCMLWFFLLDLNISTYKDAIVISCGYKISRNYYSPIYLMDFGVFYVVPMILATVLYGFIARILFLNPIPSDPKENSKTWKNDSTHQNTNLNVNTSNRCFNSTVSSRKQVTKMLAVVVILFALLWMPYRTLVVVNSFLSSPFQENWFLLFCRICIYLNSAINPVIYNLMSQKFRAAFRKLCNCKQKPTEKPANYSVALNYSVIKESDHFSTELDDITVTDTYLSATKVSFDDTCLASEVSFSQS
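TRHR-expressing cells, plated overnight in medium with 10% serum, were loaded with fluo-8 calcium dye at room temperature. After a 10 s baseline, library compound was pin-added and calcium release was recorded kinetically (ex 480/em 530) as agonist response.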
D2 antag: HTS Assay for Allosteric Antagonists of the Human D2 Dopamine Receptor: Primary Screen for Antagonists; D(2) dopamine receptor (Homo sapiens), P14416; HEK293 TREx D2 cells, calcium flux, dopamine EC80; inhibition, % at 10 µM; 340,000 compounds, 2% hits; AID 485344, 2010; in the data active = inhibition above about 30%; also: 0% is about no effect
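Measurement of antagonist activity uses fluorescent calcium dye in inducible HEK293 T-REx D2 cells: 10 s baseline, compound addition with 180 s read, EC80 dopamine addition with a further 180 s read.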
D1 antagonist: Antagonist of Human D 1 Dopamine Receptor: qHTS. D(1A) dopamine receptor (Homo sapiens), P21728. HEK293 TREx D1 cells, calcium flux, dopamine EC80; hits give low values. activity change, negative = inhibition, % at 10 µM. 360,000 compounds, 3.2% hits; in the data active = activity change below about -30%; also: % is scaled to controls: 0 for no effect and ±100 for the full control effect
Target sequence (P21728 whole entry, looked up): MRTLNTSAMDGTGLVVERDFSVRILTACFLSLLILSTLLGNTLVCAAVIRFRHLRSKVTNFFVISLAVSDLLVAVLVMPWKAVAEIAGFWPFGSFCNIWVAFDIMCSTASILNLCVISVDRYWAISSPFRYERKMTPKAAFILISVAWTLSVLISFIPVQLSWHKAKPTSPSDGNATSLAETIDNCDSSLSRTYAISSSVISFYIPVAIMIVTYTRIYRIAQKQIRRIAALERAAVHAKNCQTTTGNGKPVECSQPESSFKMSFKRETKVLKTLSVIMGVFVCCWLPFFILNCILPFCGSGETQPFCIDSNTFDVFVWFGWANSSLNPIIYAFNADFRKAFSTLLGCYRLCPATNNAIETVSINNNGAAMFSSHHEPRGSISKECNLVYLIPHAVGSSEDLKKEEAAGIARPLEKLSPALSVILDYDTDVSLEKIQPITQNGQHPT
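Calcium flux readout: force-coupled, inducible Hek293 Trex D1 line, cells induced overnight at 30 C with tetracycline, dye-loaded 30–90 min at RT. Antagonism scored against EC80 dopamine challenge given 180 s after compound.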
TRHR enhancer: qHTS for Small Molecule Agonists and Allosteric Enhancers of Human TRH Receptor: Primary Screen for Enhancers | TRHR cells, fluo-8 calcium fluorescence, EC20 TRH enhancement | 360,000 compounds, 0.66% hits | enhancement, % at 2 µM; in the data active = enhancement above about 30%; also: 0% is about no effect
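TRHR-expressing cells loaded with fluo-8 calcium dye were read kinetically (ex 480/em 530) during compound addition, then stimulated with an EC20 of TRH (10 nM final). Enhancement of the Gq-mediated intracellular calcium response was scored.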
D1 potentiator: Potentiators of Human D1 Dopamine Receptor: qHTS; D(1A) dopamine receptor (Homo sapiens), P21728; AID 504651, 2011; potentiation, % at 10 µM; HEK293 TREx D1 cells, calcium flux, dopamine EC20 potentiation; 360,000 compounds, 0.036% hits; in the data active = potentiation above about 30%; also: 0% is about no effect
D1 agonist: Allosteric Agonists of the Human D1 Dopamine Receptor: qHTS. D(1A) dopamine receptor (Homo sapiens), P21728. HEK293 T-REx D1 cells, calcium flux, agonist mode. activation, % at 2 µM. 360,000 compounds, 1% hits; also: 0% is about no effect
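Inducible HEK293 T-REx D1 cells, force-coupled to calcium signalling, were plated at 4000 cells/well with tetracycline and held overnight at 30 C. After no-wash calcium dye loading, compound-evoked calcium rise over 180 s flagged agonists.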
* = called active by the depositor; ? = inconclusive; · = not tested or not shown; & = joins results of further samples. Rule as the data show it, unless noted: active = activation above about 30%; inactive = the rest.

SMILES	D2 PAM	RXFP1 antag	D2 ag	TRHR agonist	D2 antag	D1 antagonist	TRHR enhancer	D1 potentiator	D1 agonist
COc1cc(OC)c(OC)cc1CN1CCN(C(=O)c2cccc3ccccc23)CC1	1.3	3.2	-0.2	-0.4	-4.9	1.8	-11.0	-1.9	2.9
O=C(CSc1nnnn1-c1ccc(F)cc1)Nc1nc2ccccc2s1	-10.6	1.8	-0.6	0.1	13.1	4.1	0.2	-3.5	1.8
CCOC(=O)c1cnc(SCc2nc(N)nc(Nc3ccc(F)cc3)n2)nc1N	-0.1	-11.6	-0.3	-0.5	-17.1	4.2	3.4	1.1	1.4
O=C(NCc1cccnc1)/C(=C/c1ccc(-c2cccc(Cl)c2)o1)S(=O)(=O)c1ccccc1	-4.5	·	0.4	-0.3	-11.6	2.2	-0.7	7.4	1.0
c1ccc(Cn2cc(CN3CCCCO3)c(-c3ccc4c(c3)OCO4)n2)cc1	12.1	1.7	-0.2	-0.4	-10.4	5.1	-5.5	-4.4	9.7
Cc1ccccc1N/N=C/c1ccc(C#N)cc1	7.3	-2.4	2.6	0.5	-4.8	-8.7	1.0	-8.3	1.4
COc1cc2ncnc(NCc3cccc(Cl)c3)c2cc1OC	1.7	5.2	0.6	-0.8	-14.8	-2.2	15.5	2.8	-0.1
COc1cccc(N=Cc2c(O)c3ccccc3oc2=O)c1	9.8	4.4	1.0	-0.3	2.9	-2.3	-2.5	-2.9	2.7
CC(C)C(=O)Nc1ccc2oc(-c3cc(F)c(F)cc3Cl)nc2c1	4.5	3.1	1.5	0.5	4.1	7.2	5.4	2.5	1.4
CCCCNC(=O)c1cn(CC)c2ccc(S(=O)(=O)N3CCCC3)cc2c1=O	8.3	9.4	0.0	-0.1	-0.6	-8.4	-2.4	-0.6	3.1
C1=C(CCNCC2CC2)CCCC1	-4.2	-6.1	0.4	0.2	12.6	-8.9	-1.3	1.9	1.7
OC[C@@H](O)C1OC2NC(=S)OC2C1O (some centres not stated)	-2.7	-6.1	-0.2	0.6	-17.7	-4.4	15.9	-1.2	0.9

Some of these compounds in order of the D1 agonist value, high to low.
Molecule	D2 PAM	RXFP1 antag	TRHR agonist	D2 antag	D1 antagonist	TRHR enhancer	D1 potentiator	D1 agonist
CCCCNC(=O)c1cn(CC)c2ccc(S(=O)(=O)N3CCCC3)cc2c1=O	8.3	9.4	-0.1	-0.6	-8.4	-2.4	-0.6	3.1
COc1cccc(N=Cc2c(O)c3ccccc3oc2=O)c1	9.8	4.4	-0.3	2.9	-2.3	-2.5	-2.9	2.7
C1=C(CCNCC2CC2)CCCC1	-4.2	-6.1	0.2	12.6	-8.9	-1.3	1.9	1.7
CCOC(=O)c1cnc(SCc2nc(N)nc(Nc3ccc(F)cc3)n2)nc1N	-0.1	-11.6	-0.5	-17.1	4.2	3.4	1.1	1.4

(listing goes on)
SMILES	D2 PAM	RXFP1 antag	D2 ag	TRHR agonist	D2 antag	D1 antagonist	TRHR enhancer	D1 potentiator	D1 agonist
COc1ccc(CCN2C(=O)CN(C3CCCCCC3)C(=O)C2c2ccc(OC(C)C)c(OC)c2)cc1OC (configuration not stated)	13.6	5.2	-0.1	-1.0	·	1.6	1.8	-2.2	-1.1
CCOC(=O)c1c(/N=C/C2C(=O)CCCC2=O)sc2c1CCCC2	13.5	-2.5	-1.1	-0.2	18.2	-23.6	-3.9	-2.2	0.2
CCC(=O)N1CCc2cc(S(=O)(=O)Nc3ccccc3C)ccc21	12.2	3.5	-0.3	-0.3	-3.8	19.0	1.4	-1.1	4.6
CCOC(=O)C1=C(N)OC2=C(C(=O)CC(C)(C)C2)C1c1cccnc1 (configuration not stated)	-4.0	4.6	0.0	-0.4	-6.4	-1.7	3.8	-1.6	0.8
COCCOC(=O)C1=C(C)NC2=C(C(=O)CCC2)C1c1ccc(N(C)C)cc1 (configuration not stated)	8.4	11.9	0.4	0.4	-2.4	5.7	-0.5	3.4	2.1
COc1cc(C)c(Cl)cc1S(=O)(=O)NC1CC(C)(C)NC(C)(C)C1	3.6	·	0.6	2.0	-2.4	-10.6	-4.8	-5.6	0.9
Cc1ccc2c(c1)N(CCC(=O)NCc1ccccn1)C(=O)CO2	6.2	0.3	1.7	-0.8	13.0	8.9	-3.2	-21.4	1.6
COCCN(C(=O)Cc1cccs1)C(C(=O)NCc1ccc(OC)cc1)c1ccc(OC)cc1 (configuration not stated)	4.1	-1.9	1.0	-1.1	-9.5	11.5	5.5	-6.7	3.6
CS(=O)(=O)c1nc(-c2cccs2)cc(C(F)(F)F)n1	0.9	·	2.2	0.5	8.7	7.1	-0.9	-2.0	0.0
O=C(N/C(=C\c1cn(-c2ccccc2)nc1-c1ccc(Cl)cc1)C(=O)N1CCOCC1)c1ccccc1	19.2	·	-0.6	-1.1	1.5	12.4	4.6	0.6	1.3
Cc1nn2c(-c3ccncc3)nnc2c2ccccc12	9.8	-3.5	-0.9	-1.2	7.7	0.5	20.0	-0.3	-0.1
COCc1cc(C)n(CC(=O)NCc2ccccc2)c(=O)c1C#N	2.7	-4.9	0.2	0.1	2.0	5.6	4.6	-7.2	2.2
CCC1CCCCN1C(=O)CSc1nc(N)c(NC(=O)c2ccc(OC)c(OC)c2)c(=O)[nH]1 (configuration not stated)	15.6	7.2	0.2	0.6	3.0	10.7	-1.2	-4.5	2.6
COc1cccc(CN2CC(C(=O)N3CCCCCC3)CCC2=O)c1 (configuration not stated)	-2.0	-1.8	0.1	-0.4	-8.6	-4.6	5.1	-6.2	1.2
COC(=O)c1ccccc1NC(=O)C1CCN(C(=O)c2ccc(OC)cc2)CC1	-1.0	1.5	0.9	-0.3	15.3	-33.2*	-5.2	-13.2	1.2
N#Cc1cccc(C#N)c1Oc1ccc(N)cc1	-5.6	3.9	0.4	-0.8	3.6	-13.5	-5.2	1.5	0.8
COc1ccc(CCn2c(=O)[nH]c3cc(C(=O)N4CCN(c5ccccn5)CC4)ccc3c2=O)cc1OC	·	-10.7	-0.3	0.1	-3.3	-5.2	1.6	-1.9	1.1
O=C(N/N=C/c1cccc([N+](=O)[O-])c1)c1cnccn1	-7.8	-30.1	1.3	0.7	17.3	12.2	-3.1	-3.7	1.4
COc1ccc(/C(C)=N/NC(=O)CNC(=O)c2ccncc2)c(OC)c1	-0.7	-1.1	-0.5	0.4	6.6	0.6	2.8	-0.5	1.6
CCn1c(SCC(=O)C(C)(C)C)nnc1-c1cnccn1	-4.0	-4.5	0.0	-0.4	-7.8	-19.9	4.9	-2.1	0.3
Cc1ccc(OCc2nnc(SC3CCc4ccccc4C3=O)n2C)cc1 (configuration not stated)	5.4	6.6	-1.6	-0.3	-8.6	-14.3	1.9	-1.9	6.7
CN(C)c1ccc(/C=C(\NC(=O)c2ccccc2)C(=O)NCCN2CCOCC2)cc1	14.6	-30.3	0.6	2.5	-13.1	0.9	0.6	-4.9	9.5
CC(C)Oc1ccc(CN2CCCC(CO)(Cc3ccccc3)C2)cc1CO (configuration not stated)	7.7	-5.1	0.5	0.0	-16.3	-6.3	0.1	-23.4	5.1
C=CCSc1ncnc2c1oc1nc3c(cc12)COC(C)(C)C3	2.4	-5.3	1.2	0.4	-9.1	0.6	-2.5	-2.1	1.3

Complete entries, looked up by structure. Order of values: D2 PAM | RXFP1 antag | D2 ag | TRHR agonist | D2 antag | D1 antagonist | TRHR enhancer | D1 potentiator | D1 agonist
Listed for N#Cc1cccc(C#N)c1Oc1ccc(N)cc1 : -5.6 | 3.9 | 0.4 | -0.8 | 3.6 | -13.5 | -5.2 | 1.5 | 0.8
Listed for COc1cc2ncnc(NCc3cccc(Cl)c3)c2cc1OC : 1.7 | 5.2 | 0.6 | -0.8 | -14.8 | -2.2 | 15.5 | 2.8 | -0.1
Listed for CCn1c(SCC(=O)C(C)(C)C)nnc1-c1cnccn1 : -4.0 | -4.5 | 0.0 | -0.4 | -7.8 | -19.9 | 4.9 | -2.1 | 0.3
Listed for O=C(CSc1nnnn1-c1ccc(F)cc1)Nc1nc2ccccc2s1 : -10.6 | 1.8 | -0.6 | 0.1 | 13.1 | 4.1 | 0.2 | -3.5 | 1.8
Listed for COc1ccc(CCn2c(=O)[nH]c3cc(C(=O)N4CCN(c5ccccn5)CC4)ccc3c2=O)cc1OC : · | -10.7 | -0.3 | 0.1 | -3.3 | -5.2 | 1.6 | -1.9 | 1.1

(continued)
SMILES	D2 PAM	RXFP1 antag	D2 ag	TRHR agonist	D2 antag	D1 antagonist	TRHR enhancer	D1 potentiator	D1 agonist
O=c1c2cn[nH]c2[nH]c(=S)n1-c1cccc2ccccc12	-1.3	?	-0.1	0.8	3.9	3.1	1.1	-3.6	1.8
CCCCN(C)C(=O)Cn1cnc2sc(C)c(S(=O)(=O)N3CCN(c4ccccc4OC)CC3)c2c1=O	-4.8&19.0	-10.1&-20.1	0.0&0.5	-0.1&-0.2	8.2	-2.2&-1.4	0.1&0.0	1.9&0.6	0.1&0.1
COc1ccccc1NC(=O)CN1C(=O)COc2ccc(S(=O)(=O)N3CCOCC3)cc21	13.5	-4.4	0.1	0.6	-1.3	-5.3	5.8	-2.6	2.8
CC(C)[C@H](NC(=O)OC(C)(C)C)c1nnc(SCc2cccc(F)c2)o1	0.6	-7.1	0.4	0.0	-5.9	10.4	3.0	-0.7	-3.0
CCOC(=O)c1c(C)n(-c2ccccc2)c2ccc(OCCN(C)C)cc12	1.7	-23.4	0.0	-2.4	-24.9	-6.9	-2.8	-9.1	15.3
O=C(Cc1c(Cl)cccc1Cl)OCC(=O)N1CCN(C(=O)c2ccco2)CC1	4.7	-5.8	0.2	0.5	26.5	0.2	-0.9	4.9	4.3
Cc1cc(S(=O)(=O)N2CCCc3ccccc32)ccc1-n1cnnn1	3.9	-5.4	0.8	0.3	25.4	-7.8	-16.6	0.8	3.6
Nc1nc(NCc2ccccc2)n(-c2ccccc2)n1	-0.4	-8.5	0.8	0.3	-6.4	-0.7	-0.3	-6.6	2.4
O=C(N/N=C\c1ccccc1OCc1ccccc1)c1ccco1	-12.3	-15.5	-0.7	-0.6	-2.6	-12.0	-20.8	-4.2	4.1
COC(=O)C1CCc2sc(NC(=O)Cc3ccccc3)c(C(=O)Nc3ccc(Cl)cc3)c21 (configuration not stated)	·	·	·	1.8	·	14.7	-3.2	-0.2	4.0
